ERa SRC1 pot: enhancers of ERα–SRC-1 coactivator binding, primary screen, biochemical, TR-FRET, ERα LBD, low estradiol. 86,000 compounds, 1.3% hits. Estrogen receptor (Homo sapiens), P03372. TR-FRET ERalpha-LBD/SRC-Cy5 coactivator binding, 2 h; 100 = basal binding, no effect. coactivator binding (% of control), % at 25.6 µM; in the data active means activity above about 200%;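 further: binding measured in presence of low estradiol as agonist stimulus; 0% = peptide alone without receptor and 100% = receptor with peptide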
Mac1 fbg enh: enhancers of CD11b/CD18 adhesion to fibrinogen, primary screen, K562 cells, luminescence; activation, % at 10 µM; ATPlite luminescence; Integrin beta-2 (Homo sapiens) + Integrin alpha-M (Homo sapiens), P05107+P11215; 93,000 compounds, 0.07% hits;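 active means 10 µM primary screen giving 50% or more activity, confirmed by 40% or more on retest at that dose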; further: strong numbers were not always called active; reference of the scale not given here
FAK blocker: FAK kinase inhibitors, primary screen, biochemical; Focal adhesion kinase 1 (Homo sapiens), Q05397; biochemical FAK kinase activity assay; inhibition, %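 (tested at 7 µM)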; 97,000 compounds, 0.84% hits; AID 727, 2007; in the data active means inhibition above about 19%;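 further: 0% = DMSO and 100% = reference compound high control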
Ecoli WT expand: growth inhibitors of wild-type E. coli, primary screen, strain BW25113, expanded library, OD600. AID 710, 2007. OD600 absorbance. growth inhibition, % at 100 µM. 98,000 compounds, 0.15% hits;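 active means growth inhibition above about 50% at one test dose, limit read from the data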;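 further: growth measured after 20 h incubation at 37 °C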
PLAP activator: PLAP enzyme activators, biochemical, luminescence, HTS; Alkaline phosphatase, placental type (Homo sapiens), P05187; purified PLAP enzyme, luminescent substrate read-out; active compounds read high; activation fold at 20 µM; 96,000 compounds, 1.2% hits; in the data active means activation fold above about 2
Target sequence (P05187 whole entry, looked up): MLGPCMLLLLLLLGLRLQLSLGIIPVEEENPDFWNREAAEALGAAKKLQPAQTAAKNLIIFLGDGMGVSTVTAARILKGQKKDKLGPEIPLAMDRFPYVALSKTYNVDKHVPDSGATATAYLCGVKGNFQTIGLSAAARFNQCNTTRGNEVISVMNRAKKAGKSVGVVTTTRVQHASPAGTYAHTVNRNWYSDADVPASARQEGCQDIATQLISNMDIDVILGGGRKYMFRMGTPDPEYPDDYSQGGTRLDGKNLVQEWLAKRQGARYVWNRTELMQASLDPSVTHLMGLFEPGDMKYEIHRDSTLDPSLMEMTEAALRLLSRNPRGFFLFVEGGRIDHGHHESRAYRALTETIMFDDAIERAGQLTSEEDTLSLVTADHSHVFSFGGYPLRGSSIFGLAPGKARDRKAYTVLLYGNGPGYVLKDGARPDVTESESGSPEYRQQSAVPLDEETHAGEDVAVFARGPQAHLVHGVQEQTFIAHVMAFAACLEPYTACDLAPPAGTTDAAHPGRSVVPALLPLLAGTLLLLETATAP
ERa coact inh: ERα–SRC-1 coactivator interaction inhibitors, primary screen, biochemical, TR-FRET, ERα LBD, estradiol-bound; Estrogen receptor (Homo sapiens), P03372; TR-FRET ER-alpha LBD / SRC-1 peptide; inhibition, % at 25.6 µM; 86,000 compounds, 1.7% hits; AID 629, 2007; in the data active means inhibition above about 50%;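 further: 0% = receptor plus peptide control and 100% = peptide only without receptor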
ERb SRC1 inh: inhibitors of ERβ-SRC1 coactivator interaction, primary screen, biochemical, TR-FRET, ERβ LBD, SRC-1 peptide. TR-FRET ER-beta LBD / SRC1-Cy5 peptide binding; receptor agonist-loaded with 1 µM estradiol. inhibition, % at 25.6 µM. 86,000 compounds, 1.3% hits;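 active means compounds whose percent inhibition of the receptor-coactivator binding signal exceeds about 50% in the single-dose screen, limit read from the data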;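 further: 0% = receptor plus peptide wells without compound and 100% = peptide-only wells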
Target sequence (Q92731 whole entry, looked up, the tested form may be a part): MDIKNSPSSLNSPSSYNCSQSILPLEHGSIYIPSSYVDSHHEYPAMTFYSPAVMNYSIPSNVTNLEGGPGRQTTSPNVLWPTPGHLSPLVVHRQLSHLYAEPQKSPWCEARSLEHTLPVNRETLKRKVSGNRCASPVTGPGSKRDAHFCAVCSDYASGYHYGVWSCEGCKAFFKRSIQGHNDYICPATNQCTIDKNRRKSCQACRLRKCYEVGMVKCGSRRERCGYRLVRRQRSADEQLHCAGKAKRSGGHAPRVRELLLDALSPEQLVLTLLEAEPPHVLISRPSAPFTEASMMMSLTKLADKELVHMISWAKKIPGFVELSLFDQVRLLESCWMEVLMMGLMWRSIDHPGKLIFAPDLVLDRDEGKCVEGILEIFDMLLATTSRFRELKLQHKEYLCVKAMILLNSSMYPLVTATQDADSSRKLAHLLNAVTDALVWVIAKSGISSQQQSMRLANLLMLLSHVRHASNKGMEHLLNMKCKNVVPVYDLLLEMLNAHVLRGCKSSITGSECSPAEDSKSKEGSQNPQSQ
MT1-MMP txn act: MT1-MMP promoter reporter activation – cell-based, luciferase luminescence, primary screen; HT1080 MT1-MMP promoter luciferase reporter, overnight; active compounds read high; 86,000 compounds, 0.16% hits; activation factor at 10 µM; AID 750, 2007;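 active means activation factor of at least 2 for MT1-MMP transcription at 10 µM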
CD11b adhes inh: inhibitors of CD11b/CD18 adhesion to fibrinogen, primary screen, K562 cells, luminescence; Integrin beta-2 (Homo sapiens) + Integrin alpha-M (Homo sapiens), P05107+P11215; ATPlite luminescence; Mn2+ added to activate the integrin; inhibition, % at 10 µM; 93,000 compounds, 0.54% hits; AID 1497, 2009;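 active means primary inhibition of 50% or more at 10 µM, then 40% or more on retest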; further: some results filed as inactive read as strong as hits
An asterisk follows results filed as active; nt = not tested or not shown; [ ] = remark or other dose.

no.	smiles	PLAP activator	Ecoli WT expand	FAK blocker	ERb SRC1 inh	ERa coact inh
1	COC(=O)CN1C(=O)C2(OCCCO2)c2ccccc21	1.3	4	-5	-6	-4
2	CCCCc1cc(=O)oc2cc(C)cc(OCC(=O)O)c12	0.9	-4	nt	1	-4
3	Cc1ccc(-c2csc3ncn(/N=C/N(C)C)c(=O)c23)o1	1.3	-4	-1	-5	2
4	N#Cc1cc(Oc2ccc3ccccc3c2)c(-n2nnc3ccccc32)cc1C#N	0.8	-14	0	6	1[fluorescence artefact?]
5	CCCCN(C)CCNC(=O)Cn1c(=O)sc2ccccc21	1	1	nt	-1[fluorescence artefact?]	-6
6	Cc1cc(SCCC(=O)O)nc2c(C)cccc12	1.1	-2	-4	1	0
7	COc1ccc(-c2nn(-c3ccccc3)cc2CO)cc1	0.7	4	1	-15	-2
8	O=[N+]([O-])c1ccc(Sc2ccc(Cl)c(Cl)c2)nc1	1	4	-7	nt	nt
9	Cc1cc(OCC(=O)Nn2cnnc2)c(C)cc1Br	1.1	-10	3	-1	0
10	COc1ccc(CNC(=O)c2ccc(C)o2)cc1	nt	nt	-1	-12	-13
11	Cc1ccc(/C(C#N)=C\c2ccc(N3CCOCC3)o2)cc1	1.4	-6	4	nt	nt
12	COC(=O)c1ccccc1NC(=O)Cn1ccnc1	1.2	3	2	4	8
13	COc1cc([N+](=O)[O-])ccc1NC(=O)CCCOc1ccc(C)cc1	0.9	4	4	nt	nt
14	COc1cccc(C2C3=C(N=C4SCC(=O)N42)c2ccccc2CC3)c1OC (stereo unspecified)	1	-5	3	-10	-10
15	O=C(Nc1nnc(-c2ccco2)s1)C1CCN(S(=O)(=O)c2ccc(Cl)cc2)CC1	1	-5	-6	8[fluorescence artefact?]	11[fluorescence artefact?]

no.	MT1-MMP txn act	CD11b adhes inh	Mac1 fbg enh	ERa SRC1 pot
1	1	-12	0	124
2	1.2	0	-7	101
3	1.2	-2	-4	110
4	nt	-35	1	128
5	1.1	-10	2	121
6	1.1	1	-3	105
7	1.3	-1	0	104
8	nt	0	2	nt
9	0.9	-8	0	102
10	1.3	nt	nt	115
11	nt	31	2	nt
12	1.4	12	-5	112
13	nt	-23	2	nt
14	1.2	-8	5	100[fluorescence artefact?]
15	1.1	-13	2	410*[fluorescence artefact?]

Later entries:
no.	smiles	PLAP activator	Ecoli WT expand	FAK blocker	ERb SRC1 inh	ERa coact inh
16	O=C(CCSc1nc(-c2ccco2)cc(C(F)(F)F)n1)NCC1CCCO1 (stereo unspecified)	1.5	-1	-1	-15	-20
17	N#Cc1nc(-c2ccc(OCc3ccccc3Cl)cc2)oc1NCCCn1ccnc1	0.9	11	8	-4	18
18	CC(C)(C)n1nc2c(c1NC(=O)COc1ccc3ccccc3c1)CS(=O)C2 (stereo unspecified)	1.1	7	-8	-3	-9
19	Cc1ccccc1NC(=O)CCn1c(=O)oc2ccccc21	1.1	-2	nt	-6[fluorescence artefact?]	-1
20	CCCc1nn(-c2cc(Cl)ccc2OC)c2c1C(=O)CCC2	0.9	6	0	6	11[fluorescence artefact?]
21	COCCn1c(SCc2nc3ccccc3s2)nc2ccccc21	1.4	-6	6	-2	0
22	Cc1cccc(COc2ccccc2/C=N/Nc2ccc([N+](=O)[O-])cc2)c1	0.5	-25	15	nt	nt
23	Cc1cc(C)n2cc(CSc3nnnn3-c3ccc(Cl)cc3)nc2n1	1.4	9	-2	4	-3
24	O=S1(=O)C=C(Sc2nnc(-c3ccccc3)o2)c2ccccc21	1.1	-1	nt	-2	6
25	CN(Cc1ccccc1)C(=O)Cn1cccc1C(=O)c1ccccc1	1.4	-3	1	6[fluorescence artefact?]	3
26	Cc1cc(C(=O)CSc2nnc(-c3cccc(F)c3)n2N)c(C)n1Cc1ccc2c(c1)OCO2	1.2	-7	-2	nt	nt
27	CCC(C)NC(=O)C1CCCN(C(=O)Nc2ccc(F)cc2)C1 (stereo unspecified)	1	-2	nt	-12[fluorescence artefact?]	-9
28	COc1ccc(C(=O)N2CCN=C2SC)cc1OC	1.1	-3	5	4	-1
29	CCOC(=O)c1ccc(S(=O)(=O)N2CCN(S(=O)(=O)CC)CC2)cc1	0.8	-4	7	4	13
30	C=CCNC(=O)c1ccc(Sc2ccccc2)c([N+](=O)[O-])c1	1	-1	-1	nt	nt

no.	MT1-MMP txn act	CD11b adhes inh	Mac1 fbg enh	ERa SRC1 pot
16	1.1	-9	-3	86
17	1.1	nt	7	100
18	1.1	-2	4	118
19	1.1	-8	-1	113
20	nt	8	-9	98[fluorescence artefact?]
21	1.7	-22	-3	101
22	nt	13	-3	nt
23	1.2	-11	1	117
24	1.3	6	-3	77
25	1	6	2	99
26	1.2	88	2	nt
27	1.2	-13	5	295*
28	1.1	-1	0	105
29	1.2	5	-3	112
30	nt	-2	-4	nt

Entries of single compounds, looked up by structure.
Listed for `C=CCNC(=O)c1ccc(Sc2ccccc2)c([N+](=O)[O-])c1` = PLAP activator: 1; Ecoli WT expand: -1; FAK blocker: -1; ERb SRC1 inh: nt; ERa coact inh: nt; MT1-MMP txn act: nt; CD11b adhes inh: -2; Mac1 fbg enh: -4; ERa SRC1 pot: nt
Listed for `COCCn1c(SCc2nc3ccccc3s2)nc2ccccc21` = PLAP activator: 1.4; Ecoli WT expand: -6; FAK blocker: 6; ERb SRC1 inh: -2; ERa coact inh: 0; MT1-MMP txn act: 1.7; CD11b adhes inh: -22; Mac1 fbg enh: -3; ERa SRC1 pot: 101

Records above marked active in ERa SRC1 pot.
nr | compound | PLAP activator | FAK blocker | ERb SRC1 inh | ERa coact inh | MT1-MMP txn act | CD11b adhes inh | Mac1 fbg enh | ERa SRC1 pot
15 | O=C(Nc1nnc(-c2ccco2)s1)C1CCN(S(=O)(=O)c2ccc(Cl)cc2)CC1 | 1 | -6 | 8[fluorescence artefact?] | 11[fluorescence artefact?] | 1.1 | -13 | 2 | 410*[fluorescence artefact?]
27 | CCC(C)NC(=O)C1CCCN(C(=O)Nc2ccc(F)cc2)C1 (stereo unspecified) | 1 | nt | -12[fluorescence artefact?] | -9 | 1.2 | -13 | 5 | 295*

More records.
no.	smiles	PLAP activator	Ecoli WT expand	FAK blocker	ERb SRC1 inh	ERa coact inh
31	O=C(c1ccc(Br)o1)N1CCN=C1SCc1cccc(F)c1	0.8	-1	-2	-6	-6
32	Cc1[nH]n(-c2ccccc2)c(=O)c1C1(C(F)(F)F)C(=O)N(c2ccc(F)cc2)C2=C1C(=O)CC(C)(C)C2 (stereo unspecified)	1.6	-4	-1	-14	-7
33	CC1=C(C)C(=O)NC(Nc2nc(C)c3cc(C)cc(C)c3n2)N1 (stereo unspecified)	nt	nt	-1	-4	4
34	CCOc1ccc(OCCSc2nnnn2-c2ccccc2)cc1	0.8	-1	0	-15	3
35	Cc1ccc(CNC(=O)C2CCCN(S(=O)(=O)c3cccnc3)C2)cc1 (stereo unspecified)	0.9	-9	0	-1	-8
36	Cc1ccc(-c2noc(CCC(=O)Nc3cccc(C#N)c3)n2)cc1	0.8	-5	-1	-5	-1
37	O=C(CCS(=O)(=O)Cc1ccccc1)NCC1CCCO1 (stereo unspecified)	0.8	9	-1	0	-3
38	Cc1nc2cccc(C(=O)NC3CCCCC3)c2o1	0.7	4	1	-4	-4
39	O=C1c2ccccc2C(=O)c2c1cccc2N1CCN(CCO)CC1	1	10	1	nt	nt
40	COc1ccc(-n2nnnc2SCC(=O)c2cc3ccccc3o2)cc1	1	-9	0	9	0[fluorescence artefact?]
41	CCCCSc1nnc(-c2ccc(C)cc2)o1	0.9	12	0	-4	-3
42	O=C1CCC(=O)N1c1ccc(CSc2nc3ccccc3[nH]2)cc1	1	5	-2	3	5[fluorescence artefact?]
43	O=C(CCN1CCN(c2ccccc2F)CC1)Nc1ccccc1F	1	11	3	-3	-3
44	CCOC(=O)c1[nH]c2cc(OC)c(OC)cc2c1NC(=O)CN(C)C1CCCCC1	1.9	11	4	-11[fluorescence artefact?]	11
45	Cc1[nH]nc2nc3c(c(OC(=O)c4ccccc4)c12)c(=O)n(C)c(=O)n3C	1.1	0	0	-1[fluorescence artefact?]	4

no.	MT1-MMP txn act	CD11b adhes inh	Mac1 fbg enh	ERa SRC1 pot
31	1	-12	13	111[fluorescence artefact?]
32	1.1	6	-2	86
33	0.7	nt	nt	121
34	1	28	-2	102
35	1	-33	-3	101
36	1.6	-7	0	115
37	1	-12	2	97
38	1.3	-20	2	109
39	nt	-12	1	nt
40	1.1	8	-3	157
41	0.9	12	-3	95
42	1.5	-2	-2	96
43	1.2	nt	nt	104
44	1	8	3	118
45	1	12	4	117

New compounds follow:
no.	smiles	PLAP activator	Ecoli WT expand	FAK blocker	ERb SRC1 inh	ERa coact inh
46	Cc1csc(Cn2c(CN(C)C)nc3ccccc3c2=O)n1	1.1	1	-4	0	-3
47	C/C(=N\NC(=O)Cc1csc(N2CCOCC2)n1)c1ccccc1	1.1	-1	2	9	-16
48	O=C(CN1CCOCC1)NC1CC2CCC1C2 (stereo unspecified)	1.6	2	-1	-12[fluorescence artefact?]	-17
49	CC(C)Oc1ccc(C(=O)Nc2ccc(N3CCCC3)cc2)cc1	1.4	-1	13	nt	nt
50	CCCSC1=C(C#N)C(c2cccs2)C(C(=O)Nc2ccccc2)=C(C)N1 (stereo unspecified)	nt	nt	1	-17[fluorescence artefact?]	-26
51	CCn1c(C)nc2cc(C(=O)n3cc(C(=O)c4ccccc4O)cn3)ccc21	1.4	21	4	nt	nt
52	Cc1cc(C)c(N(C(=O)Cn2nnc3ccccc32)C(C(=O)NC(C)(C)C)c2ccsc2)c(C)c1 (stereo unspecified)	1.2	2	-47	nt	nt
53	Cn1c(=O)n(C)c2cc(S(=O)(=O)N3CCCc4ccccc43)ccc21	1.4	0	0	-3	2
54	O=C(Cn1c(-c2cscn2)nc2ccccc21)Nc1ccc(Cl)cc1	nt	nt	4	18[fluorescence artefact?]	12
55	COc1ccc(S(=O)(=O)N(C)CC(=O)NCc2ccco2)cc1	1.2	-9	2	7	7
56	COc1cc(OC)c(-c2nn3c(-c4ccncc4)nnc3s2)cc1OC	1.4	nt	nt	-19	-21
57	COc1ccc(-n2c(=O)cc(N3CCCCCC3)[nH]c2=O)cc1	1.1	7	-2	-1[fluorescence artefact?]	4[fluorescence artefact?]
58	Cc1onc(-c2c(Cl)cccc2Cl)c1C(=O)NCC1CCCO1 (stereo unspecified)	1	4	-2	-1[fluorescence artefact?]	2
59	Cc1cccc(N2CCN(C(=O)c3cccc(N4C(=O)C5CC=CC(C)C5C4=O)c3)CC2)c1C (stereo unspecified)	1.8	-13	1	-8	2
60	CCN(CC)C(=O)C(Sc1ccccc1)c1ccccc1 (stereo unspecified)	1	10	0	-4	-7
61	COc1ccccc1NC(=O)CN1C(=O)NC(C)(C)C1=O	1.1	-5	-3	0	0

no.	MT1-MMP txn act	CD11b adhes inh	Mac1 fbg enh	ERa SRC1 pot
46	1.2	-4	0	141
47	1.1	22	-4	90
48	1.2	-1	6	98
49	1.1	-8	99	nt
50	1.1	nt	nt	109
51	nt	-17	-4	nt
52	nt	-55	-2	nt
53	1.1	5	-6	150
54	1	nt	nt	96
55	1.1	nt	nt	86
56	1.1	1	-5	101
57	1.2	-23	-3	130[fluorescence artefact?]
58	1.1	-11	3	113
59	1.2	6	-3	92
60	1.1	3	-3	109
61	1.1	-7	0	121
